# High-throughput results as filed in PubChem.
# Hsp90 Hop PPI = changes Hsp90-Hop TPR2A binding signal, up or down | AlphaScreen TPR2A-His6 binding biotin-Hsp90 C-terminal peptide | Potency, µM (highest dose often 57 µM), without a hit: at the highest dose activity change, negative = inhibition | hit rate 0.44% among 71,000 | AID 595; active = well fitted curve in either direction with a large enough effect; inconclusive = small, poorly fitted or top-dose-only effect, or another doubt; also: potency is read from the fitted curve at half-maximal effect; % is scaled to controls: 0 for no effect and ±100 for the full control effect; many of its hits are not listed in these tables
# 4MU fluor = 4-MU region autofluorescence; compound autofluorescence, 340/450 nm, 4-MU equivalents; hits give high values; max dye-equivalent concentration, M; hit rate 11% among 59,000; in the data active = max dye-equivalent concentration above about 10 nM; inconclusive = mostly about 1.1 nM to 9.6 nM
#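 Intrinsic fluorescence at 340/450 nm (ex/em) was read after 15 min at room temperature in pH 8.0, 100 mM Tris. Each compound concentration expressed as 4-MU-equivalent concentration from a six-point 4-MU standard series on each plate.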
# BRCT PPI red = inhibitors of human BRCA1 BRCT-phosphoprotein interaction (red fluorophore) | P38398 | BRCT-phosphopeptide binding, red fluorescence polarization | Potency, µM (series often up to 76.9 µM), for the others: top-dose activity change, negative = inhibition, most hits filed as inhibitors | hit rate 0.03% among 75,000 | AID 892; also: % is scaled to controls: 0 for no effect and ±100 for the full control effect
#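 Rhodamine-labelled pBACH1 10-mer (100 nM) bound to BRCT domain (100 nM) at pH 7.3; compounds incubated 12 min room temperature, polarization read. Free peptide defines full inhibition; unlabelled decapeptide titrated as control.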
# Epigenetic mod = epigenetic modulators derepressing GFP locus in mouse cells. hit rate 0.09% among 68,000. Potency, µM (titrated, usually from 46.1 µM), for the others: at the highest dose GFP derepression (activation). mouse C127i GFP locus derepression, cytometry, 30 h; also: % of control where 0% means no effect
#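 Murine C127i mammary cells carrying a silenced, stably integrated CMV-driven GFP reporter were treated with compound for 30 hours at 37 C. After PBS washes, GFP-positive cells were counted by laser-scanning microplate cytometry.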
# HBB splice mod = alters splicing of the hemoglobin beta chain. AID 925. hit rate 0.06% among 65,000. Potency, µM (series often up to 46.1 µM), for inactives: at the highest dose activation, hits mostly activators. HBB splicing reporter cell assay, activation; EGFP reporter with mutant IVS2-654 intron; response scale: normalised to 500 nM splice-correcting PNA; also: potency is read from the fitted curve at half-maximal effect; 0% is about no effect
#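 Compounds were applied for 2 days to HeLa EGFP-654 cells, 500/well in Optimem with 2% FCS. The reporter's EGFP is disrupted by mis-splicing of beta-globin intron IVS2-654. Readout: summed well GFP fluorescence from 488 nm laser scanning; reference was 500 nM antisense […] 654 PNA.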
# A350 fluor = compounds fluorescent in Alexa 350 spectral region. Compound autofluorescence, 340/450 nm, Alexa 350 dye-equivalents; hits give high values. max dye-equivalent concentration, M. hit rate 11% among 59,000. AID 590; in the data active = max dye-equivalent concentration above about 10 nM; inconclusive = mostly about 1.1 nM to 9.6 nM
# 15-hLO inh = inhibitors of human 15-lipoxygenase (ALOX15); Potency, µM (doses to about 57.1 µM), for inactives: at the highest dose activity change, negative = inhibition, actives largely listed as inhibitors; hit rate 1.4% among 74,000; P16050; purified 15hLO-1, xylenol orange hydroperoxide absorbance; also: potency is read from the fitted curve at half-maximal effect; % is scaled to controls: 0 for no effect and ±100 for the full control effect; nearly all actives have a fitted effect of over 55% in size
# Target sequence (P16050 whole entry, looked up): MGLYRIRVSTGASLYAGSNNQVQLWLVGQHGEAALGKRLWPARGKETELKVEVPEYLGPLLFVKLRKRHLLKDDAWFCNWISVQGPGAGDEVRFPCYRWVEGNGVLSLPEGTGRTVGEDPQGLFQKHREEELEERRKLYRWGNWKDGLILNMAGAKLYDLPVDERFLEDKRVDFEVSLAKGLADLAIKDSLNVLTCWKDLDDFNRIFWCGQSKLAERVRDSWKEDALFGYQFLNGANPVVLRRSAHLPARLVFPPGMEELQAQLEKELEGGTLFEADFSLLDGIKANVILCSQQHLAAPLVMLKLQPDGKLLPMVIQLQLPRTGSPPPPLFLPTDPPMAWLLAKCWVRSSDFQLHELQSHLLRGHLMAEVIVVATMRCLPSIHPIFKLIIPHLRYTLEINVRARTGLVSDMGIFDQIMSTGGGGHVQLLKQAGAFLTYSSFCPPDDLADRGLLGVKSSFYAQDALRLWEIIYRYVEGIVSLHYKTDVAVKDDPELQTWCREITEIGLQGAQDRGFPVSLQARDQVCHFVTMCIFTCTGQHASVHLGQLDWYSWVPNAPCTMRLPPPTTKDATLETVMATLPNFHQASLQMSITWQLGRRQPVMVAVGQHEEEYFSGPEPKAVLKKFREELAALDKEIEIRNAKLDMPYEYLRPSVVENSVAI
#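 Quantitative HTS in 25 mM Hepes pH 7.5 containing 0.01% Triton X-100: human 15hLO-1 at 40 nM, arachidonic acid at 50 uM, 6 min turnover. Product quantified via ferrous oxidation/xylenol orange, 573:405 nm absorbance ratio.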
# Ub-GFP proteasome = inhibits proteasome, raising ubiquitin-GFP reporter fluorescence. Ubiquitin-GFP reporter cells, proteasome inhibition, GFP fluorescence; response scale: untreated = 0%, 10 µM MG-132 = 100%. Potency, µM (series often up to 45.9 µM), for inactives: at the top dose activation (GFP accumulation), most hits filed as activators. 67,000 tested, under 10 active. AID 526; active = well fitted activation curve with a large enough effect, not every such curve was filed as active; inconclusive = small, poorly fitted or top-dose-only effect, or another doubt; inactive = no such curve, though single readings can be large or run the other way; also: potency is read from the fitted curve at half-maximal effect
#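 U2OS cells stably expressing ubiquitin(G76V)-GFP, seeded overnight in 0.5% FBS medium, were exposed to compounds (qHTS, 46 uM to 2.9 nM) for 4 hr at 37 °C. GFP-positive cells were counted by laser cytometry (488 ex/515 em), normalized between basal and 10 uM MG-132.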
# DNA Pol III inh = DNA polymerase III holoenzyme inhibition. reconstituted DNA polymerase III holoenzyme replication, biochemical. Potency, µM (series often up to 57.1 µM), for inactives: top-dose activity change, negative = inhibition. hit rate 0.25% among 71,000. AID 603; also: potency is read from the fitted curve at half-maximal effect; % is scaled to controls: 0 for no effect and ±100 for the full control effect
#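 Reconstituted *E. coli* holoenzyme (0.35 nM Pol III, 1 nM beta, 154 nM SSB, 2 nM primase) was preincubated with compound for 15 min at RT. Synthesis on 1.4 nM ssM13Gori ran 35 min, then was stopped with PicoGreen/EDTA and read as dsDNA fluorescence.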
# CRE Fsk mod = alters forskolin-stimulated CRE reporter signaling in CHO cells. CHO CRE-bla reporter (cAMP response element driving beta-lactamase), forskolin EC10, beta-lactamase ratio. AID 662. hit rate 2.5% among 71,000. Potency, µM (titrated, usually from 38.2 µM), for inactives: top-dose activity change, negative = inhibition, usual class: activators; active = well fitted activation curve with a large enough effect in the signal ratio, with a control signal flat, not every such curve was filed as active; inconclusive = small, poorly fitted or top-dose-only effect, or effect the other way, or a change in a side signal; the % refers to the signal ratio; also: potency is read from the fitted curve at half-maximal effect; % of control where 0% means no effect
#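 Forskolin analogue NKH 477 at EC10 stimulated CRE-driven beta-lactamase in CHO cells alongside compound dilution series. Beta-lactamase was measured with CCF4, excitation 405 nm, emission ratio 460/530 nm.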
# BRCT PPI green = blocks human BRCA1 BRCT binding to phosphopeptide, green readout; P38398; BRCA1 BRCT-phosphopeptide binding, green fluorescence polarization; Potency, µM (series often up to 76.9 µM), inactives show at the top dose activity change, negative = inhibition, actives largely listed as inhibitors; hit rate 0.05% among 75,000; AID 875;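 also: potency is read from the fitted curve at half-maximal effect; plate controls were peptide without protein for full effect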
#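 Compounds were incubated for 12 min at room temperature with a complex of 100 nM fluorescein-tagged pBACH1 decapeptide and 250 nM His-tagged BRCT protein. Buffer was phosphate pH 7.3 with EDTA, DTT and Tween 20. Disruption of binding lowers the polarization signal.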
# Numbers without * were called inactive; i = inactive; ? = inconclusive; · = no result given; [ ] = remark or other dose. Unless noted, calls follow the shape of the dose curve; as a rule, active = well fitted curve in the direction sought with a large enough effect; inconclusive = small, poorly fitted or top-dose-only effect, or another doubt; inactive = no such curve, though single readings can be large; an effect the other way counts as inactive or inconclusive. Outcome played no part in choosing rows; about 12% have a hit in one of these screens.
mol	Hsp90 Hop PPI	4MU fluor	BRCT PPI red	Epigenetic mod	HBB splice mod	A350 fluor	15-hLO inh	Ub-GFP proteasome	DNA Pol III inh	CRE Fsk mod	BRCT PPI green
COC(=O)COc1ccc(S(=O)(=O)NCc2cccnc2)cc1	-1%	i	-0.8%	0%	-0.2%	i	-1%	-1%	-3%	7%	-2.6%
CCOC(=O)c1cc2c(n(-c3ccc(C)cc3)c1=O)CCCC2=O	0%	?	-0.6%	-2%	0.2%[57.5 µM]	?	0%	5%	4%	-9%	-1.0%
CC1Cc2ccccc2N1C(=O)CSc1nc(-c2ccco2)cc(C(F)(F)F)n1 (configuration not stated)	-2%	?	-1.4%	0%	·	?	9%	6%	-4%	-1%	-4.8%
CC(=O)N1CCN(c2ccc(NCc3ccc4c(c3)OCO4)cc2)CC1	-13%	i	-1.0%	-4%	-0.3%	?	?	-9%	-5%	?	0.0%
COC(=O)CSc1nc2nc(C)cc(C)n2n1	3%	·	-1.3%	·	0.4%	·	2%	-1%	1%	4%	-0.7%
CCN1C(=S)SC(=O)C1=C1C=C(C)N(CCO)C(C)=C1	-19%	i	-1.6%	-2%	5.3%	i	-24%	-6%	0%	?	3.7%
Cc1ccc(OCc2ccoc2C(=O)O)cc1C	0%	i	0.4%	0%	0.5%	i	-2%	0%	-11%	-21%	0.6%
CC(CCc1ccco1)NC(=O)Cn1nc(Cc2ccncc2)c2ccccc2c1=O (configuration not stated)	-1%	·	0.4%	16%	1.0%	·	9%	25%	-2%	-8%	1.0%
Oc1ccccc1Cn1c(-c2ccccc2O)nc2ccccc21	-4%	2e-08M*	-0.7%	0%	1.6%	2.8e-08M*	?	-3%	3%	16%	-0.7%
Cc1c(NC(=O)c2cc3nc(-c4ccccc4)cc(C)n3n2)c(=O)n(-c2ccccc2)n1C	-3%	1.8e-08M*	-1.3%	1%	·	1.8e-08M*	9%	-6%	2%	6%	-0.8%
COc1ccc(NC(=O)CNc2cccc(C#N)c2)cc1Cl	-5%	i	1.8%	-2%	-1.0%	i	-2%	-3%	-4%	?	-2.1%
COC(=O)[C@@]1(Cc2ccc(F)cc2)[C@H]2c3cc(C(=O)N(C)C)n(CCc4ccc(O)c(O)c4)c3C[C@H]2CN1C(=O)c1ccccc1	-5%	·	-1.5%	·	-1.5%	·	·	·	-5%	?	0.2%
CSc1cccc(NC(=O)C2CCCN(S(=O)(=O)c3ccc(F)cc3)C2)c1 (configuration not stated)	1%	i	-0.7%	2%	1.4%	i	-22%	7%	3%	-17%	-1.5%
CCOC(=O)c1cccc(NC(=O)CSc2nc(N)cc(N)n2)c1	-23%	i	-2.0%	-1%	-1.9%	i	-1%	-3%	-4%	17%	0.1%
O=C(Cn1ccc2ccccc2c1=O)NCCC(=O)N1CCN(C(=O)c2ccco2)CC1	1%	i	2.6%	5%	-1.1%	i	18%	-9%	-11%	?	-1.6%
CCOC(=O)c1nc(N)c(=O)n(-c2ccccc2)n1	-3%	i	0.0%	-2%	2.9%[57.5 µM]	i	3%	0%	-19%	?	-4.1%
O=C(Nc1nnc(C(F)(F)F)s1)c1cccnc1	-5%	i	-1.5%	3%	8.6%	?	-1%	-1%	1%	8%	-3.0%
COc1cc(SC)ccc1C(=O)NCCCOC(C)C	3%	i	1.1%	0%	-0.7%	i	8%	-5%	-12%	?	-1.2%
CCOc1ccc2c(c1)N(C(=O)CN1C(=O)CCC1=O)C(C)(C)C=C2C	-1%	i	-0.2%	0%	-0.2%[57.5 µM]	i	14%	-1%	-4%	?	-2.0%
CCn1c(C)c(CCC(=O)O)c(=O)n2nc(-c3ccccc3OC)cc12	-3%	?	-5.7%	-3%	-2.2%	?	6%	-5%	0%	?	3.4%
CCOC(=O)CC1C(=O)NCCN1C(=O)Nc1ccccc1 (configuration not stated)	-3%	i	0.8%	2%	4.6%	i	-2%	-2%	-2%	-7%	-0.4%
COC(=O)C1(S(=O)(=O)c2ccc(C)cc2)CCOCC1	-5%	i	-0.5%	2%	-0.9%	i	14%	1%	-4%	1%	-1.8%
CC(C)(C)c1cc(Cc2ccccc2)[nH]n1	-1%	i	1.4%	-3%	-0.7%	?	2%	6%	-6%	?	0.6%
COC(=O)c1cc2sc(Cl)cc2n1CC(=O)Nc1cccc(SC)c1	3%	i	-1.4%	0%	0.4%	i	-3%	3%	1%	-8%	-1.1%
CCOC(=O)c1[nH]c2ccc(OC)cc2c1NC(=O)CN1CCSCC1	0%	1.3e-07M*	0.4%	-9%	4.2%[1.84 µM]	4.5e-08M*	-1%	-14%	2%	?	0.2%
CCCn1c(N)c(C(c2ccc(C(=O)OC)cc2)N2CCN(c3ccccc3)CC2)c(=O)[nH]c1=O (configuration not stated)	-2%	i	-1.6%	1%	2.1%	i	-4%	-5%	1%	-16%	-0.3%
COCCCNC(=O)CCn1c(=O)c2ccccc2n(CC(=O)Nc2ccccc2C)c1=O	1%	i	-0.2%	2%	2.0%	i	6%	-4%	-4%	10%	-0.9%
CC1(C)CC(=O)c2cc(OCC(=O)NCc3cccnc3)ccc2O1	?	2.1e-06M*	-3.1%	-1%	-0.6%	2e-06M*	5%	-6%	-4%	?	-0.8%
COC(=O)c1ccc(OCC(=O)Nc2nn(-c3ccccc3)nc2C(N)=O)cc1	1%	i	-0.5%	0%	-1.3%	i	7%	2%	-4%	0%	-0.3%
Cc1ccc(CCN2CC(C(=O)NCc3cccnc3)CC2=O)cc1 (configuration not stated)	-2%	·	-0.8%	0%	0.0%	·	8%	-9%	-1%	-1%	-2.6%
CCOC(=O)c1cnc(SCC(=O)Nc2nc(C)c(C)s2)nc1N	-5%	i	0.9%	-1%	0.8%	i	-3%	2%	-7%	?	-1.0%
CC(=O)c1ccc(OCC(C)C)c(CN2CCCCC2)c1	-1%	i	0.2%	0%	-0.2%	i	1%	-8%	-3%	-11%	-0.7%
CCOC(=O)Nc1sc2c(c1C#N)CCC(C)C2 (configuration not stated)	5%	i	1.0%	0%	-0.3%[57.5 µM]	i	?	5%	-1%	?	-1.5%
CCOC(=O)N1CCN(C(=O)c2ccc3c(=O)n(CCc4ccccc4)c(=O)[nH]c3c2)CC1	-2%	i	0.4%	6%	0.4%	?	9%	-5%	7%	-4%	-0.7%
O=C(CSC1=NS(=O)(=O)c2ccccc21)Nc1ccccc1	-3%	·	0.7%	·	0.3%	·	-27%	3%	-7%	?	-2.2%
Cc1ccc2c(c1)N(CCC(=O)NCCCOC(C)C)C(=O)C(C)O2 (configuration not stated)	0%	i	0.0%	0%	-1.0%	i	3%	-5%	-4%	13µM*	-2.5%
O=C(C1CCCCC1)N1CCN(S(=O)(=O)c2ccc(Cl)cc2)CC1	1%	i	-0.2%	-1%	-2.4%	i	-3%	-2%	5%	?	0.5%
COC(=O)Cc1cc(=O)[nH]c(/N=C(/NC(=O)c2ccccc2)Nc2ccccc2C)n1	0%	i	-1.0%	0%	-1.0%	i	0%	4%	-8%	10%	-3.2%
CCOC(=O)CNC(=O)CSc1nnc(-c2cccc(C)c2)n1-c1ccc(OC)cc1	-2%	i	0.3%	0%	6.8%[1.84 µM]	i	-5%	8%	0%	5%	-0.5%
CC(C)C1N=C2c3ccccc3N=C(SCC(=O)c3ccc(O)c(O)c3)N2C1=O (configuration not stated)	-19%	?	-0.1%	1%	-0.9%	?	?	-10%	-6%	15%	0.0%
Cc1ccc(C(=O)c2coc3ccc(OCC(=O)O)cc23)cc1	3%	?	0.5%	1%	-1.1%	?	-14%	12%	5%	-18%	-3.7%
CCOC(=O)Nc1oc2ccccc2c(=O)c1CN1CCOCC1	0%	i	0.5%	-1%	-0.4%	i	3%	10%	-5%	10µM*	4.0%

# Only BRCT PPI red and DNA Pol III inh, for some of the entries so far:
compound	BRCT PPI red	DNA Pol III inh
CCOC(=O)Nc1sc2c(c1C#N)CCC(C)C2 (configuration not stated)	1.0%	-1%
CCOC(=O)N1CCN(C(=O)c2ccc3c(=O)n(CCc4ccccc4)c(=O)[nH]c3c2)CC1	0.4%	7%
